Tau fluor cs – Counterscreen qHTS for Inhibitors of Tau Fibril Formation, Fluorescence Polarization; Potency, µM (titrated, usually from 57.7 µM), for the others: at the top dose activity change, negative = decrease; 280,000 tested, 0.93% active; tau K18 P301L Alexa594 fluorescence, heparin fibrillization; further: nearly all actives have a fitted effect of over 55% in size
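Human tau K18 P301L (15 uM unlabeled, 0.24 uM Alexa 594-labeled) in 100 mM sodium acetate pH 7 with 20 uM heparin, 6 hr at 37 C. ThT 30 uM added, 1 hr ambient; Alexa 594 FP and total fluorescence read at 555/632 nm.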
TexasRed fluor – Total Fluorescence Counterscreen for Inhibitors of the Interaction of Thyroid Hormone Receptor and Steroid Receptor Coregulator 2; 280,000 tested, 0.29% active; TRb/SRC2 Texas Red total fluorescence interference; Potency, µM (highest dose often 106 µM), without a hit: top-dose fluorescence change, negative = quenching; active means well fitted curve in either direction with a large enough effect; inconclusive means small, poorly fitted or top-dose-only effect
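Human TRβ ligand-binding domain (0.6 uM) and Texas Red SRC2 peptide (20 nM) in Tris buffer with 1 uM T3 and 5% DMSO were incubated with pinned compound for 5 hr at ambient temperature. Total fluorescence was computed as S + 2P (555/632 nm).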
ALDH1A1 block – qHTS Assay for Inhibitors of Aldehyde Dehydrogenase 1 (ALDH1A1); 220,000 tested, 7.3% active; AID 1030, 2008; Purified ALDH1A1, NADH fluorescence, propionaldehyde substrate; Aldehyde dehydrogenase 1A1 (Homo sapiens), P00352; Potency, µM (top dose mostly 75.3 µM), for the others: at the highest dose activity, negative = inhibition, most hits filed as inhibitors; active means well fitted inhibition curve with a large enough effect, not every such curve was filed as active; inconclusive means small, poorly fitted or top-dose-only effect, or another doubt; inactive means no such curve, though single readings can be large or run the other way;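 further: plate controls were no enzyme wells and a reference inhibitor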
TRb SRC2 PPI – qHTS for Inhibitors of the Interaction of Thyroid Hormone Receptor and Steroid Receptor Coregulator 2. Thyroid hormone receptor beta (Homo sapiens), P10828. TRbeta-SRC2 peptide binding, fluorescence polarization; receptor liganded with 1 µM T3. Potency, µM (highest dose often 106 µM), without a hit: at the highest dose activity change, negative = inhibition, actives largely listed as inhibitors. 280,000 tested, 0.065% active;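 further: plate controls were bound peptide for no effect and peptide without receptor for full effect; nearly all actives have a fitted effect of over 50% in size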
Target sequence (P10828 whole entry, looked up): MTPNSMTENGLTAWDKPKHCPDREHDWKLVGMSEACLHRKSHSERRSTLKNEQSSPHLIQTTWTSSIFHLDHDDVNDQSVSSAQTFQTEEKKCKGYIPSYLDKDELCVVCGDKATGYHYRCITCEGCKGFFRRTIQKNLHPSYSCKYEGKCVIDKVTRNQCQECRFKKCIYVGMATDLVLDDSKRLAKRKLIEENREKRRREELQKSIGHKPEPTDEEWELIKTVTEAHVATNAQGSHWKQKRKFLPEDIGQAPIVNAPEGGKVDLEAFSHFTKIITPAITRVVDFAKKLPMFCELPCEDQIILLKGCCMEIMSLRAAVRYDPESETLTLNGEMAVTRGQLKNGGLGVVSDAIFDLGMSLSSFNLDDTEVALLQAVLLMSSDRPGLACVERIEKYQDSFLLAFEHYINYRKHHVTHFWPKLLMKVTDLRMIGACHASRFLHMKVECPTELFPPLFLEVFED
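Compounds were added to 0.6 uM TRb ligand-binding domain and 20 nM Texas Red-labeled SRC2 peptide in Tris buffer containing 1 uM T3, incubated 5 hr at ambient temperature, then read by fluorescence polarization.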
L3MBTL1 block – qHTS Assay for the Inhibitors of L3MBTL1 | Lethal(3)malignant brain tumor-like protein 1 (Homo sapiens), Q9Y468 | Potency, µM (titrated, usually from 57.1 µM), inactives show at the top dose activity, negative = inhibition, usual class: inhibitors | 230,000 tested, 0.66% active | AlphaScreen L3MBTL1–H3K9me1 peptide binding; further: nearly all actives have a fitted effect of over 60% in size
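Displacement of a biotinylated histone H3(1-15) peptide monomethylated at Lys9 (75 nM) from L3MBTL1 (50 nM) was measured by AlphaScreen after a 30 min room-temperature compound incubation; cefsulodin titration served as intraplate control.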
Tau fibril ThT – qHTS for Inhibitors of Tau Fibril Formation, Thioflavin T Binding; recombinant tau K18 P301L, heparin-induced fibrillization, ThT fluorescence; Potency, µM (titrated, usually from 57.4 µM), inactives show at the top dose activity, negative = inhibition, actives largely listed as inhibitors; 270,000 tested, 2.1% active; further: nearly all actives have a fitted effect of over 55% in size
Target sequence (P10636 561-689 P618L limits assumed): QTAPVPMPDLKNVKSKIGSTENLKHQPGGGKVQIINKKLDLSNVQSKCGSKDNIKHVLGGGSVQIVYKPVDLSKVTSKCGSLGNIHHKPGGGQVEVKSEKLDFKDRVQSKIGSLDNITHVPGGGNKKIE
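ThT emission at 510 nm, taken 1 hr after adding 30 uM dye, quantifies aggregates formed when 20 uM heparin acts on human tau K18 P301L for 6 hr at 37 C.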
Tau fibril FP – qHTS for Inhibitors of Tau Fibril Formation, Fluorescence Polarization; 280,000 tested, 0.39% active; Potency, µM (highest dose often 57.7 µM), for the others: top-dose activity, negative = inhibition, hits mostly inhibitors; K18 P301L tau heparin fibrillization, Alexa594 FP, 6 h; Microtubule-associated protein tau (Homo sapiens), P10636; further: nearly all actives have a fitted effect of over 55% in size
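Heparin (20 uM) drove fibril formation of recombinant tau K18 P301L, 15 uM unlabeled with 0.24 uM Alexa 594 label, for 6 hr at 37 C in 100 mM sodium acetate pH 7. Fluorescence polarization (555/632 nm) read 1 hr after 30 uM ThT.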
GLA spleen mod – qHTS Assay for Inhibitors and Activators of Human alpha-Galactosidase From Spleen Homogenate; Alpha-galactosidase A (Homo sapiens), P06280; human spleen homogenate, 4MU-alpha-Gal fluorescence, 40 min; Potency, µM (series often up to 80 µM), for the others: at the highest dose activity change, negative = inhibition, actives largely listed as inhibitors; 240,000 tested, 0.008% active; AID 2107, 2009;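 further: 0% = enzyme with vehicle and -100% = no enzyme basal signal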
Target sequence (P06280 32-429 limits assumed): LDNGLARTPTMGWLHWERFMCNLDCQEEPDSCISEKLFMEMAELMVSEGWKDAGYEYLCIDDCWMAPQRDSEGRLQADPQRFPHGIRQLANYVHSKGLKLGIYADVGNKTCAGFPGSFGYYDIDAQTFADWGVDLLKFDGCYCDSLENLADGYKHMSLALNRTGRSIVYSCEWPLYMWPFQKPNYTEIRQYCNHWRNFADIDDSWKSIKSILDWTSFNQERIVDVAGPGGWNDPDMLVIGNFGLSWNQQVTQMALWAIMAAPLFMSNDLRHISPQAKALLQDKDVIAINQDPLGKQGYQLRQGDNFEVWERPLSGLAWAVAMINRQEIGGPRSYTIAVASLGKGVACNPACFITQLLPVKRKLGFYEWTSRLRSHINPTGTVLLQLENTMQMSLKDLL
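Human spleen homogenate (1 ug) as enzyme source, 4-methylumbelliferyl-alpha-D-galactopyranoside 1 mM final, citrate/phosphate pH 5.0 with 0.01% Tween-20. Compounds 40 min at 37C, NaOH/glycine stop; fluorescence Ex 365/Em 440, Hill-fit AC50.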
* = called active by the depositor; ? = inconclusive; . = no result given; [ ] = remark or other dose. Unless noted, the call rests on the fitted dose curve; in most records, active means well fitted curve in the direction sought with a large enough effect; inconclusive means small, poorly fitted or top-dose-only effect, or another doubt; inactive means no such curve, though single readings can be large; an effect the other way counts as inactive or inconclusive. Unless noted, on the % scale 0 is the no-effect control and ±100 the full control effect; potency means the concentration at half of the fitted maximal effect.

mol	Tau fluor cs	TexasRed fluor	ALDH1A1 block	TRb SRC2 PPI	L3MBTL1 block	Tau fibril ThT	Tau fibril FP	GLA spleen mod
CCOC(=O)c1[nH]c2cc(OC)c(OC)cc2c1NC(=O)CN(C)C1CCCCC1	-20%	-7%	?	-3%	-5%	-10%	?	9%
Nc1c(C(=O)O)sc2nc(-c3ccccc3)cc(-c3ccc(Cl)cc3)c12	-2%	2%	.	-2%	3%	?	6%	4%
C/C(=N\NC(=O)Cc1csc(N2CCOCC2)n1)c1ccccc1	-10%	-1%	1%	-4%	.	-8%	4%	1%
O=C(CN1CCOCC1)NC1CC2CCC1C2 (centres undefined)	-2%	2%	25µM*	-29%	2%	1%	3%	-7%
COCCCNC(=O)CCc1nnc(Cc2ccc(-c3ccccc3)cc2)o1	0%	-1%	2%	5%	5%	-6%	-3%	24%
Cc1csc(Cn2c(CN(C)C)nc3ccccc3c2=O)n1	4%	-5%	-3%	0%	.	-6%	-5%	9%
Cc1[nH]nc2nc3c(c(OC(=O)c4ccccc4)c12)c(=O)n(C)c(=O)n3C	-5%	1%	5%	-17%	.	-3%	-3%	-1%
CC1CCN(c2c(NCc3ccc(C(=O)N(C)C4CCCCC4)cc3)c(=O)c2=O)CC1	-14%	2%	.	9%	-3%	-10%	1%	-2%
Cc1ccc(-c2noc(CCC(=O)Nc3cccc(C#N)c3)n2)cc1	?	0%	-6%	-2%	11%	-6%	?	-1%
C#Cc1ccc([C@H]2C=C(C(=O)O)O[C@@H](OCc3ccc(CO)cc3)C2)cc1	-5%	-3%	-20%	-1%	-24%	-19%	-3%	5%
O=C(CONS(=O)(=O)c1ccc(Cl)cc1)NCCNc1ncc(C(F)(F)F)cc1Cl	?	-1%	13µM*	5%	-6%	-8%	-7%	-9%
CC(=O)Nc1ccc2oc(-c3ccccc3)nc2c1	1%	-2%	?	-2%	-28%	-13%	-1%	-6%
COc1ccc(C2=NC3(CCCCCC3)N(CC(=O)Nc3cccc(Cl)c3)C2=O)cc1	?	-2%	.	14%	.	4%	?	.
Nc1nc2c(ncn2C2OC(COC(=O)c3ccccc3)C(OC(=O)c3ccccc3)C2OC(=O)c2ccccc2)c(=O)[nH]1 (centres undefined)	-18%	1%	2%	-9%	.	11%	?	9%
Nc1c(O)ccc2c1C(=O)c1ccccc1C2=O	?	?	?	?	?	14µM*	?	-2%
CCOc1cc(CNC2CCCC2)ccc1OCc1ccccc1Cl	-3%	-3%	3%	4%	-5%	-3%	-1%	11%
O=C1c2ccccc2C(=O)c2c1cccc2N1CCN(CCO)CC1	-17%	-4%	-4%	2%	-14%	?	1%	7%
COc1cccc([C@@H]2Oc3ccc(Br)cc3C(=O)[C@H]2OC(=O)Nc2cc(OC)c(OC)c(OC)c2)c1	-26%	0%	-2%	-2%	.	-12%	-10%	-7%
Cc1ccc(NC(=O)Cn2c(-c3nonc3N)nc3ccccc32)c(Br)c1	1%	-2%	.	-4%	.	9%	-7%	.
COc1ccc(-n2nnnc2SCC(=O)c2cc3ccccc3o2)cc1	?	-2%	?	7%	-6%	?	-8%	5%
CCNC(=O)CC1C(=O)N(c2ccc(C)cc2)C(=O)N1CCc1sccc1C (centres undefined)	-2%	3%	-4%	-2%	4%	-1%	0%	9%
C=CCCCCCCC=C	.	-1%	-11%	-5%	.	.	.	5%
Cc1cccc(NC(=O)Cc2noc3ccccc23)c1C	5%	-3%	2%	2%	2%	1%	5%	-7%
CC(C)=C1C2CCC1C1C(=O)N(c3nc(-c4ccccc4)c(C)s3)C(=O)C21 (centres undefined)	-4%	0%	?	-11%	-11%	7%	-4%	-1%
O=C(CCS(=O)(=O)Cc1ccccc1)NCC1CCCO1 (centres undefined)	6%	-2%	10%	-6%	.	0%	1%	-1%

For convenience, some entries already given:
mol	Tau fluor cs	TexasRed fluor	ALDH1A1 block	TRb SRC2 PPI	L3MBTL1 block	Tau fibril ThT	Tau fibril FP	GLA spleen mod
Cc1ccc(NC(=O)Cn2c(-c3nonc3N)nc3ccccc32)c(Br)c1	1%	-2%	.	-4%	.	9%	-7%	.
COc1ccc(-n2nnnc2SCC(=O)c2cc3ccccc3o2)cc1	?	-2%	?	7%	-6%	?	-8%	5%
CCNC(=O)CC1C(=O)N(c2ccc(C)cc2)C(=O)N1CCc1sccc1C (centres undefined)	-2%	3%	-4%	-2%	4%	-1%	0%	9%
C=CCCCCCCC=C	.	-1%	-11%	-5%	.	.	.	5%
Cc1cccc(NC(=O)Cc2noc3ccccc23)c1C	5%	-3%	2%	2%	2%	1%	5%	-7%
CC(C)=C1C2CCC1C1C(=O)N(c3nc(-c4ccccc4)c(C)s3)C(=O)C21 (centres undefined)	-4%	0%	?	-11%	-11%	7%	-4%	-1%

More compounds
mol	Tau fluor cs	TexasRed fluor	ALDH1A1 block	TRb SRC2 PPI	L3MBTL1 block	Tau fibril ThT	Tau fibril FP	GLA spleen mod
O=C(c1cn(-c2ccccc2)nc1-c1cc2ccccc2oc1=O)N1CCOCC1	-2%	1%	?	2%	12%	-7%	-10%	1%
Cc1ccn2c(c1)nc(=O)c1cc(S(=O)(=O)N3CCC(C)CC3)c(Cl)cc12	-2%	1%	.	1%	.	4%	0%	.
Cc1nc2cccc(C(=O)NC3CCCCC3)c2o1	-8%	0%	?	-6%	15%	-13%	2%	7%
O=c1c2c(nc3cc(-c4ccccc4Cl)[nH]n13)CCS2	-18%	-2%	?	3%	?	?	?	9%
CSc1cc(C)[nH]c(=O)n1	2%	-1%	4%	1%	.	8%	?	-3%
COc1ccc(N2CCN(S(=O)(=O)c3ccc(-c4coc(C)n4)cc3)CC2)cc1	-26%	-2%	.	-1%	.	-8%	0%	.
CSc1nc(C)cc(SCC(=O)N/N=C/c2ccccc2)n1	-14%	1%	10%	2%	-2%	?	-2%	8%
COCCn1c(C)cc(C(=O)CSc2cc(C)c3ccc(OC)cc3n2)c1C	-26%	-1%	4%	-2%	-10%	?	-10%	2%
CCOc1ccc(-c2cc3c(=O)n(CC(=O)NCc4ccc(Cl)cc4)ccn3n2)cc1	0%	0%	.	-9%	.	6%	-4%	.
Cc1cc(=O)oc2cc(NC(=O)c3cc([N+](=O)[O-])ccc3N3CCOCC3)ccc12	1%	-2%	?	9%	.	3%	-6%	2%
Cc1ccc(CNC(=O)C2CCCN(S(=O)(=O)c3cccnc3)C2)cc1 (centres undefined)	-2%	0%	2%	-4%	.	-2%	5%	-24%
CCN(CC)S(=O)(=O)c1cc(C(=O)NCCN2CCOCC2)ccc1Cl	-4%	-5%	0%	1%	12%	-3%	4%	0%
COc1ccc2c(c1)c1c(c(=O)n(-c3ccc(F)c(Cl)c3)c(=O)n1CC(=O)N1CCCC1)n2C	4%	-1%	.	-11%	.	11%	-4%	.
CCOc1ccc(OCCSc2nnnn2-c2ccccc2)cc1	-17%	-4%	14µM*	-9%	.	-15%	7%	3%
CC(C)C(NC(=O)/C=C/c1cccc([N+](=O)[O-])c1)C(C)C	-4%	0%	1%	5%	5%	0%	9%	2%
O=C(Cc1ccc(Cl)cc1)Nc1cc(S(=O)(=O)N2CCOCC2)ccc1N1CCCC1	-1%	0%	?	-6%	1%	6%	0%	-11%
Cc1[nH]n(-c2ccccc2)c(=O)c1C1(C(F)(F)F)C(=O)N(c2ccc(F)cc2)C2=C1C(=O)CC(C)(C)C2 (centres undefined)	-25%	1%	-1%	8%	.	-26%	4%	-1%
COc1cc(NC(C)CCCN)c2ncccc2c1Oc1ccccc1 (centres undefined)	-25%	2%	-4%	-14%	-7%	?	10%	-7%
COc1ccc(/C=C(/C#N)c2nc(-c3ccc(-c4ccccc4)cc3)cs2)cc1	-4%	-4%	.	1%	.	?	-5%	.
C[C@H]1COC(=O)[C@H](Cc2ccccc2)NC(=O)[C@@H](C)COC(=O)[C@H](Cc2ccccc2)NC1=O	-5%[11.6 µM]	-4%[11.2 µM]	4%[13.5 µM]	0%[11.2 µM]	.	-8%[11.5 µM]	-6%[11.6 µM]	5%[17.5 µM]
CCCCNC(=O)CSc1nc(CCC)nc2ccccc12	-14%	1%	-2%	-7%	.	?	0%	-6%
COc1ccc(/C=C/CN2CCN(Cc3cccc(OC)c3)C(CCO)C2)cc1 (centres undefined)	-12%	-1%	8%	3%	-2%	-9%	-8%	-6%
CC(C)CN(CCNC(=O)c1cn(C)c2ccc(S(=O)(=O)N3CCCC3)cc2c1=O)CC(C)C	-20%	0%	.	0%	.	-2%	-5%	.

Screens as filed in PubChem.
